# FLuc inh: qHTS Assay for Inhibitors of Firefly Luciferase; purified firefly luciferase, luminescence, 8 min; Luciferin 4-monooxygenase (Photinus pyralis), P08659; hit rate 2.2% among 72,000; Potency, µM (highest dose often 57.1 µM), inactives show at the top dose activity change, negative = inhibition, hits mostly inhibitors; further: potency means the concentration at half of the fitted maximal effect; on the % scale 0 is the no-effect control and ±100 the full control effect; nearly all actives have a fitted effect of over 40% in size
# Target sequence (P08659 whole entry, looked up): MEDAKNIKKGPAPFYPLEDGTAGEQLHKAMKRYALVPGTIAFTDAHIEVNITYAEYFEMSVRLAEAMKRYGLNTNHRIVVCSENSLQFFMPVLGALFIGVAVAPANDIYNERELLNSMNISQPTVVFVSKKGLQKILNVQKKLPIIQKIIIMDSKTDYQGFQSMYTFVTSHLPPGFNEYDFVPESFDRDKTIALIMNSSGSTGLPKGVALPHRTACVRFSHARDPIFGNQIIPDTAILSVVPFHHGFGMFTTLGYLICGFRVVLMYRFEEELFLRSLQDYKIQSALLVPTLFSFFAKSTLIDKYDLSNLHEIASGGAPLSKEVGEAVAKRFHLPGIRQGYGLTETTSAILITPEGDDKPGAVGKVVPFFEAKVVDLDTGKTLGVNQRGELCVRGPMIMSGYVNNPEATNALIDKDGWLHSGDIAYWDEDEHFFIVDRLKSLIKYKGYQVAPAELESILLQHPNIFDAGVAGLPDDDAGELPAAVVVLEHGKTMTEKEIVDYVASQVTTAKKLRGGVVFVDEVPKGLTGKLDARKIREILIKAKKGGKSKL
#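 Luminescence read-out after 8 min at room temperature; enzyme reaction used luciferin plus 10 uM ATP (linear range) in imidazole buffer pH 7.2 with KCl, MgCl2, Tween 20 and BSA. Each sample was run as a titration.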
# Hsp90 Hop PPI: qHTS Assay for Disrupters of an Hsp90 Co-Chaperone Interaction. Hsp90 C-terminal peptide / TPR2A (Hop) interaction, human. AlphaScreen TPR2A-His6 binding biotin-Hsp90 C-terminal peptide. Potency, µM (titrated, usually from 57 µM), without a hit: top-dose activity change, negative = inhibition. hit rate 0.44% among 71,000. AID 595, 2007; active means well fitted curve in either direction with a large enough effect; inconclusive means small, poorly fitted or top-dose-only effect, or another doubt; further: potency means the concentration at half of the fitted maximal effect; on the % scale 0 is the no-effect control and ±100 the full control effect; many of its hits are not listed in these tables
# Tau fil binding: qHTS Assay for Tau Filament Binding; hit rate 2% among 71,000; Microtubule-associated protein tau (Homo sapiens), P10636; AID 596, 2007; recombinant tau filaments, thioflavin S fluorescence, 15 h; filaments grown with octadecylsulfate alongside compound; Potency, µM (titrated, usually from 57.1 µM), without a hit: top-dose activity change, negative = inhibition;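 further: potency means the concentration at half of the fitted maximal effect; on the % scale 0 is the no-effect control and ±100 the full control effect; actives lower thioflavin S fluorescence by blocking filaments or displacing dye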
#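 ThS-based fibril read: tau 1 uM final, inducer ODS 30 uM final, 37 C for 15 h, ex 450/em 510 nm.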
# ERK AVP block: qHTS Assay for Inhibitors of the ERK Signaling Pathway using a Homogeneous Screening Assay | HEK293-V1b, vasopressin-stimulated pERK AlphaScreen | Potency, µM (highest dose often 57.5 µM), for the others: at the top dose activity, negative = inhibition, hits mostly inhibitors | hit rate 0.99% among 72,000; further: potency means the concentration at half of the fitted maximal effect; on the % scale 0 is the no-effect control and ±100 the full control effect; nearly all actives have a fitted effect of over 55% in size
#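 qHTS, compounds titrated on V1b-expressing HEK293 cells. Preincubation 30 min at 37C, vasopressin 25 nM for 5 min, lysis 10 min, bead incubation 5 hr at room temperature.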
# HADH2 inh: qHTS Assay for Inhibitors of HADH2 (Hydroxyacyl-Coenzyme A Dehydrogenase, Type II); recombinant HADH2, NADH fluorescence, beta-hydroxybutyryl-CoA; Potency, µM (highest dose often 57.1 µM), for inactives: at the highest dose activity change, negative = inhibition, hits mostly inhibitors; hit rate 3.4% among 73,000; further: potency means the concentration at half of the fitted maximal effect; on the % scale 0 is the no-effect control and ±100 the full control effect; nearly all actives have a fitted effect of over 60% in size; many of its hits are not listed in these tables
# Target sequence (Q99714 whole entry, looked up, one chain of several): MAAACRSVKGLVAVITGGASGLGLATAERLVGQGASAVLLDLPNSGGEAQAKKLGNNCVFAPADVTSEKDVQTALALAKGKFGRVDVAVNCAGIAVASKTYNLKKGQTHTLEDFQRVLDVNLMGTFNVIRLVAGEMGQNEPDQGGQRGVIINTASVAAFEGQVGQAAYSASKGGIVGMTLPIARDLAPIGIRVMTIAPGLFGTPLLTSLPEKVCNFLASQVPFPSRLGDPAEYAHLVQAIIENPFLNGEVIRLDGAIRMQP
#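 20 nM HADH2 + cpd, 15 min RT; add 1 mM NAD+/90 uM beta-hydroxybutyryl-CoA; kinetic fluorescence 360/450 nm, 4 min. Tris-HCl pH 9.0, 0.01% Tween-20.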
# CRE Fsk mod: Cell signaling CRE-BLA (Fsk stim); hit rate 2.5% among 71,000; AID 662, 2007; Potency, µM (series often up to 38.2 µM), inactives show at the top dose activity change, negative = inhibition, usual class: activators; CHO CRE-bla reporter (cAMP response element driving beta-lactamase), forskolin EC10, beta-lactamase ratio; active means well fitted activation curve with a large enough effect in the signal ratio, with a control signal flat, not every such curve was filed as active; inconclusive means small, poorly fitted or top-dose-only effect, or effect the other way, or a change in a side signal; the % refers to the signal ratio; further: potency means the concentration at half of the fitted maximal effect; % of control where 0% means no effect
#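 AC50 values, positive or negative, reflect shifts in EC10 NKH 477-induced CRE-bla reporter activity in CHO cells. Incubation lasted 3 h at 37 °C before CCF4 substrate (2 h, room temperature) and ratiometric 460/530 nm reading.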
# HBB splicing: qHTS Assay for Modulators of Hemoglobin Beta Chain Splicing; HBB splicing reporter cell assay, activation; EGFP reporter with mutant IVS2-654 intron; response scale: normalised to 500 nM splice-correcting PNA; Potency, µM (highest dose often 46.1 µM), for the others: at the highest dose activation, most hits filed as activators; hit rate 0.06% among 65,000; further: potency means the concentration at half of the fitted maximal effect; 0% is about no effect
#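 Compounds were applied for 2 days to HeLa EGFP-654 cells, 500/well in Optimem with 2% FCS. The reporter's EGFP is disrupted by mis-splicing of beta-globin intron IVS2-654. Readout: summed well GFP fluorescence from 488 nm laser scanning; reference was 500 nM antisense […] 654 PNA.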
# UbGFP stabilizer: Ubiquitin-GFP Assay. Ubiquitin-GFP reporter cells, proteasome inhibition, GFP fluorescence; response scale: untreated = 0%, 10 µM MG-132 = 100%. Potency, µM (doses to about 45.9 µM), for inactives: top-dose activation (GFP accumulation), usual class: activators. 67,000 tested, under 10 active; active means well fitted activation curve with a large enough effect, not every such curve was filed as active; inconclusive means small, poorly fitted or top-dose-only effect, or another doubt; inactive means no such curve, though single readings can be large or run the other way; further: potency means the concentration at half of the fitted maximal effect
#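 Proteasome block read as GFP accumulation: ubiquitin(G76V)-GFP U2OS cells exposed to compound (2.9 nM–46 uM) for 4 hr at 37 C. Normalization used untreated cells as 0% and 10 uM MG-132 as 100%; concentration-response curves fitted.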
# Epigenetic mod: qHTS Assay for Epigenetic Modulators; mouse C127i GFP locus derepression, cytometry, 30 h; Potency, µM (highest dose often 46.1 µM), for inactives: at the top dose GFP derepression (activation); hit rate 0.09% among 68,000; AID 597, 2007; further: % of control where 0% means no effect
#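 Murine C127i mammary cells carrying a silenced, stably integrated CMV-driven GFP reporter were treated with compound for 30 hours at 37 C. After PBS washes, GFP-positive cells were counted by laser-scanning microplate cytometry.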
# Pol III holo inh: qHTS Assay for Inhibitors of DNA Polymerase III Holoenzyme System | reconstituted DNA polymerase III holoenzyme replication, biochemical | Potency, µM (titrated, usually from 57.1 µM), inactives show at the top dose activity change, negative = inhibition | hit rate 0.25% among 71,000; further: potency means the concentration at half of the fitted maximal effect; on the % scale 0 is the no-effect control and ±100 the full control effect
#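 Reconstituted *E. coli* holoenzyme (0.35 nM Pol III, 1 nM beta, 154 nM SSB, 2 nM primase) was preincubated with compound for 15 min at RT. Synthesis on 1.4 nM ssM13Gori ran 35 min, then was stopped with PicoGreen/EDTA and read as dsDNA fluorescence.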
# 15-hLO inh: qHTS Assay for Inhibitors of 15-hLO (15-human lipoxygenase). Polyunsaturated fatty acid lipoxygenase ALOX15 (Homo sapiens), P16050. purified 15hLO-1, xylenol orange hydroperoxide absorbance. Potency, µM (top dose mostly 57.1 µM), for inactives: at the top dose activity change, negative = inhibition, usual class: inhibitors. hit rate 1.4% among 74,000; further: potency means the concentration at half of the fitted maximal effect; on the % scale 0 is the no-effect control and ±100 the full control effect; nearly all actives have a fitted effect of over 55% in size
#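 Quantitative HTS in 25 mM Hepes pH 7.5 containing 0.01% Triton X-100: human 15hLO-1 at 40 nM, arachidonic acid at 50 uM, 6 min turnover. Product quantified via ferrous oxidation/xylenol orange, 573:405 nm absorbance ratio.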
# * = called active by the depositor; ? = inconclusive; / = no result given; [ ] = dose if it differs, or a comment. Unless noted, the call rests on the fitted dose curve; in most records, active means well fitted curve in the direction sought with a large enough effect; inconclusive means small, poorly fitted or top-dose-only effect, or another doubt; inactive means no such curve, though single readings can be large; an effect the other way counts as inactive or inconclusive.
# The first 2 entries (preview)
SMILES,FLuc inh,Hsp90 Hop PPI,Tau fil binding,ERK AVP block,HADH2 inh,CRE Fsk mod,HBB splicing,UbGFP stabilizer,Epigenetic mod,Pol III holo inh,15-hLO inh
COC(=O)c1[nH]c2cc(OC)ccc2c1NC(=O)CCN1CCN(Cc2ccc3c(c2)OCO3)CC1,1%,-11%,-12%,2%,-7%,0%,-1.3%,3%,-3%,-9%,-6%
COc1ccc2cc(C(=O)N3CCOCC3)sc(=O)c2c1OC,0%,-1%,11%,-15%,-3%,5%,-0.3%,0%,0%,-4%,0%

# All compounds of this part (from the top)
SMILES,FLuc inh,Hsp90 Hop PPI,Tau fil binding,ERK AVP block,HADH2 inh,CRE Fsk mod,HBB splicing,UbGFP stabilizer,Epigenetic mod,Pol III holo inh,15-hLO inh
COC(=O)c1[nH]c2cc(OC)ccc2c1NC(=O)CCN1CCN(Cc2ccc3c(c2)OCO3)CC1,1%,-11%,-12%,2%,-7%,0%,-1.3%,3%,-3%,-9%,-6%
COc1ccc2cc(C(=O)N3CCOCC3)sc(=O)c2c1OC,0%,-1%,11%,-15%,-3%,5%,-0.3%,0%,0%,-4%,0%
CCOC(=O)CNC(=O)CSc1ncnc2c1cnn2-c1ccc(Cl)cc1,-2%,-3%,-1%,-28%,29%,-1%,/,4%,-3%,-1%,1%
Cc1nnc(NC(=O)c2ccc(C)c(S(=O)(=O)N3CCCCCC3)c2)s1,-5%,-2%,17%,-8%,-12%,2%,-0.6%,5%,-3%,-6%,9%
COC(=O)CCC(=O)c1oc2ccc(Cl)cc2c1NC(=O)CCCN1C(=O)c2ccccc2C1=O,0%,3%,-24%,-24%,5%,2%,0.8%,9%,-2%,-9%,-7%
COc1ccc(OC)c(S(=O)(=O)Nc2ccc3oc4c(c3c2)C(=O)CCC4)c1,5%,-2%,21%,-5%,23%,9%,/,3%,0%,-7%,-20%
CCOc1ccc(C(C#N)N2CCOCC2)cc1OC (centres undefined),-38%,0%,0%,-5%,0%,2%,-1.5%,-6%,5%,39%,2%
CC(C(=O)Nc1sccc1C(N)=O)N1C(=O)C2CC=CCC2C1=O (centres undefined),1%,-2%,5%,-8%,-14%,-2%,0.4%[57.5 µM],4%,1%,1%,-1%
CC(=O)c1ccc(N2C(=O)NC3(CCCCC3)C2=O)cc1,0%,-3%,-3%,7%,-2%,-11%,2.1%[0.369 µM],/,0%,4%,2%
Nc1nnc(COc2cccc(C(F)(F)F)c2)s1,-2%,2%,-3%,2%,?,1%,0.2%,5%,4%,-2%,2%
CC1Cc2ccccc2N1C(=O)Cn1nnc(-c2ccccc2NC(=O)C2CCC2)n1 (centres undefined),-7%,9%,17%,14%,-3%,4%,0.2%[57.5 µM],-1%,6%,-5%,3%
COc1ccc(Cc2nnc(SC)[nH]c2=O)cc1OC,1%,-1%,17%,-2%,-5%,12%,1.3%[57.5 µM],0%,4%,-8%,-1%
Cc1ccc(N=Cc2nc(-c3ccco3)oc2O)cc1,16µM*,-2%,4%,-1%,2%,2%,0.0%,0%,0%,-1%,-29%
COC(=O)c1cc(=O)c2ccc(OC)cc2o1,-5%,1%,17%,-3%,1%,2%,1.3%,-9%,0%,-4%,3%
Cn1nc(-c2ccc(Cl)cc2)c2cc(C(=O)N3CCCC3)sc21,1%,-6%[2.3 µM],164%,9%,-7%,1%,-0.9%,1%,/,-11%,1%
O=C(CSc1nnc(-c2cccnc2)n1Cc1ccco1)c1ccc2ccccc2c1,6%,-4%,15%,1%,3%,3%,-1.7%,-3%,3%,1%,-5%
COc1ccc(-c2nnc(-c3ccc(N)cc3)o2)cc1,7.9µM*,-4%,10%,-19%,?,7%,2.7%,8%,-2%,-9%,7%
O=C(C1COc2ccccc2O1)N1CCn2c(nc3ccccc32)C1 (centres undefined),-3%,0%,14%,/,-4%,13%,0.2%,-11%,/,-4%,5%
C=CCn1c(CNC(=O)CCC)nc2ccccc21,0%,-5%,1%,?,3%,-11%,1.8%,6%,5%,2%,10%
CCOC(=O)Nc1ccc2c(C)cc(=O)oc2c1,-26%,1%,-5%,-20%,3.2µM*,4%,-0.2%,3%,-3%,-18%,-1%
O=C1[C@@H]2[C@@H]3C=C[C@H]([C@@H]2C(=O)N1CN1CCSCC1)[C@@H]1[C@@H]2C(=O)N(CN4CCSCC4)C(=O)[C@@H]2[C@H]31,2%[11.4 µM],0%[11 µM],3%[11.4 µM],-10%[11.5 µM],8%[11.4 µM],0%[7.6 µM],0.6%[9.22 µM],-1%[9.17 µM],4%[9.22 µM],6%[11.4 µM],3%[11.4 µM]
CNS(=O)(=O)c1cccc(C(=O)NCC(c2cccs2)N(C)C)c1 (centres undefined),3%,-4%,6%,-2%,9%,-7%,-0.2%[1.84 µM],6%,2%,-6%,13%
CCCCn1nnnc1NCc1ccc(OC)c(OC)c1OC,1%,-2%,-1%,0%,13%,-11%,-1.2%,-6%,3%,-6%,1%
Cc1ccc(N=C2NC(=O)CS2)c(C)c1,1%,-3%,-2%,5%,-15%,-9%,-2.6%,3%,-2%,53%,7%
CC1(C)O[C@@H]2C[C@H]3[C@H]4C[C@H](F)C5=CC(=O)CC[C@]5(C)[C@@H]4[C@H](O)C[C@]3(C)[C@]2(C(=O)CO)O1,-4%[25.5 µM],-3%[26 µM],-7%[25.6 µM],0%[25.7 µM],8%[25.6 µM],-2%[17.1 µM],-0.1%[20.6 µM],-9%[20.5 µM],-1%[20.6 µM],0%[25.6 µM],6%[25.6 µM]
Cn1c(=O)c2c(n(C)c1=O)=NC1(CCCCC1)N=2,0%,-8%,0%,?,-29%,?,-2.5%,-5%,0%,-6%,-24%
O=C(c1csnn1)N1CCC[C@@]2(CCN(c3ccccc3)C2)C1,1%[11.4 µM],-6%,-15%,-26%,-3%,-9%,1.7%,-8%,2%[9.22 µM],2%,-11%
O=C(CCc1ccccc1)Nc1ccc(NC(=O)C2CC2)nc1,2%,0%,0%,-13%,-3%,-4%,/,-3%,-2%,-4%,-23%
COc1ccc2nc(NC(=O)C3CCCN(S(=O)(=O)c4cccs4)C3)sc2c1 (centres undefined),-8%,-5%,4%,?,-4%,2%,-2.7%,11%,-2%,9%,-11%
O=C(c1cnc2sccn2c1=O)N1CCCc2ccccc21,2%,-5%,-5%,/,-8%,-9%,-1.2%,-5%,/,-5%,4%
CCOc1ccccc1Oc1coc2cc(O)ccc2c1=O,2%,-7%,7%,26%,?,?,2.4%,24%,1%,0%,9%
C[C@@]12C[C@@H](O)[C@H]3[C@@H](CCC4=CC(=O)CC[C@]43C)[C@H]1CC[C@H]2C(=O)CO,3%[25.5 µM],-2%[26 µM],11%[25.6 µM],-4%[25.7 µM],1%[25.6 µM],-7%[17.1 µM],0.7%[20.6 µM],12%[20.5 µM],2%[20.6 µM],11%[25.6 µM],0%[25.6 µM]
COc1ccc(Cl)cc1-n1c(=S)sc2c(=O)[nH]c(SCC(=O)NCC3CCCO3)nc21 (centres undefined),-1%,-5%,-5%,-12%,-17%,-18%,2.1%[0.369 µM],/,4%,-8%,-1%

# 2 of the compounds above, with values under each structure:
# Sequence of screens – FLuc inh	Hsp90 Hop PPI	Tau fil binding	ERK AVP block	HADH2 inh	CRE Fsk mod	HBB splicing	UbGFP stabilizer	Epigenetic mod	Pol III holo inh	15-hLO inh
> O=C(CSc1nnc(-c2cccnc2)n1Cc1ccco1)c1ccc2ccccc2c1
 : 6%	-4%	15%	1%	3%	3%	-1.7%	-3%	3%	1%	-5%
> COc1ccc(-c2nnc(-c3ccc(N)cc3)o2)cc1
 : 7.9µM*	-4%	10%	-19%	?	7%	2.7%	8%	-2%	-9%	7%

# Source: PubChem (National Center for Advancing Translational Sciences (NCATS))

# A portion of the library. The share of hits here may be higher or lower than overall.
